Assay outcomes: PubChem BioAssay, several laboratories
STEP block – STEP phosphatase inhibitors, primary screen, biochemical, fluorescence intensity, uHTS | recombinant STEP, OMFP fluorogenic substrate | inhibition, % at 20 µM | hit rate 0.25% among 360,000 | AID 588621, 2011;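 active = inhibition at 20 µM, scaled per plate between control wells, above about 37%, limit read from the data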;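 note: 0% = DMSO with enzyme and substrate and 100% = substrate only without enzyme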
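Also added – OMFP at 25 µM · Test system – STEP tyrosine phosphatase · Technique – FITC-channel fluorescence of OMFP product · Schedule – 20 min at room temperature, dark · Evaluation – control-normalized % inhibition with plate pattern correction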
DNMT1 block – human DNMT1 methyltransferase inhibitors, primary screen, biochemical, molecular beacon, fluorescence, HinP1I cleavage, uHTS | inhibition (reported as % activation of signal), % at 10 µM | DNA (cytosine-5)-methyltransferase 1 (Homo sapiens), P26358 | hit rate 0.83% among 360,000; in the data active = inhibition above about 50%
Rpn11 block – Rpn11 (PSMD14) deubiquitinase inhibitors, primary screen, biochemical, fluorescence polarization, uHTS; hit rate 0.59% among 360,000; AID 588493, 2011; human 26S proteasome, Ub4-pepOG fluorescence polarization; 20S core pre-blocked with epoxomicin; calls only at 20 µM; 26S proteasome non-ATPase regulatory subunit 14 (Homo sapiens), O00487;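 active = inhibition at 20 µM, scaled to each plate's controls, above about 33%, limit read from the data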
Target sequence (O00487 whole entry, looked up): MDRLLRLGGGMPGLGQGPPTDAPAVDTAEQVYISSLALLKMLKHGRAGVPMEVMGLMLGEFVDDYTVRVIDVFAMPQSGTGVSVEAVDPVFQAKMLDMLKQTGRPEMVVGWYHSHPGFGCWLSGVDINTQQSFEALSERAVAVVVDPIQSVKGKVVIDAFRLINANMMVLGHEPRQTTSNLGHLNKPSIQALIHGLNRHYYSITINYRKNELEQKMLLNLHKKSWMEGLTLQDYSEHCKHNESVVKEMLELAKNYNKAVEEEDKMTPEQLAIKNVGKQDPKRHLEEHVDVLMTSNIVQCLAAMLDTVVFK
NadD inh – inhibitors of S. aureus NadD, primary screen, biochemical, colorimetric, uHTS; Nicotinate-nucleotide adenylyltransferase NadD (Staphylococcus aureus N315); purified NadD enzyme, colorimetric absorbance read-out; inhibition, % at 20 µM; hit rate 0.78% among 360,000; AID 602399, 2012; in the data active = inhibition above about 26%; note: some compounds past the cut are filed as inactive
CSN deneddyl inh – inhibitors of CSN-mediated cullin deneddylation, primary screen, biochemical, fluorescence polarization, uHTS | COP9 signalosome complex subunit 5 (Homo sapiens), Q92905 | Purified CSN, SCF-Nedd8-OG deneddylation | inhibition, % at 12.5 µM | hit rate 0.38% among 360,000;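 active = pattern-corrected inhibition above about 35%, with an unprinted fluorescence ratio check between 0.5 and 1.5, limit read from the data, passing the limit was not always enough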;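 note: 0% = enzyme with substrate and 100% = substrate without enzyme; some results filed as inactive read as strong as hits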
Target sequence (Q92905 whole entry, looked up, one chain of several): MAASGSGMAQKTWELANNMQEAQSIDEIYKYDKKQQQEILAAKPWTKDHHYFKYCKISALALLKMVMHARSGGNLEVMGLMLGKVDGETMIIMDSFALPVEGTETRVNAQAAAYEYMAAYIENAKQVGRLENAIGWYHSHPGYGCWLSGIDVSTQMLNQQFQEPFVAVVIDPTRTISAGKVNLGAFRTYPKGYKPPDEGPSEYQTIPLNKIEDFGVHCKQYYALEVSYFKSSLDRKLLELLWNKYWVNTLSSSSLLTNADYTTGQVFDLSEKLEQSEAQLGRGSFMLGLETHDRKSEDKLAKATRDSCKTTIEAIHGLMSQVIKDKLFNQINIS
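Schedule: reaction 90 min, room temperature / Assay system: HEK293T-derived human Csn5 enzyme / Input: Csn5 at 0.24 nM final / Measure: inhibition of Csn5 cleavage, % / Control set: substrate-only high control, full reaction low control / Technique: fluorescence polarization of the substrate / Buffer or medium: Tris/NaCl/DTT buffer, pH 7.5 / Reagent: SCFSkp2-Nedd8OG substrate at 10 nM final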
MLLE-PAM2 inh – inhibitors of PABP1 MLLE–PAM2 peptide binding, primary screen, biochemical, fluorescence polarization, FITC-PAM2, GST-MLLE. inhibition, % at 20 µM. Polyadenylate-binding protein 1 (Homo sapiens), P11940. hit rate 0.36% among 360,000. AID 588489, 2011; in the data active = inhibition above about 35%, passing the limit was not always enough;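 note: plate controls were DMSO wells with GST-MLLE for no effect and wells lacking GST-MLLE protein for full effect; some results filed as inactive read as strong as hits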
SUMO1-SIM PPI – modulators of SUMO1 protein-protein interactions, primary screen, biochemical, uHTS; SUMO1 binding to a labelled peptide, TR-FRET, 1 h; inhibition, % at 20 µM; hit rate 0.33% among 360,000; in the data active = inhibition above about 37%
TbMetRS inhib – T. brucei MetRS inhibitors, primary screen, biochemical, luminescence. hit rate 0.4% among 360,000. inhibition, % at 11.9 µM. purified T. brucei MetRS, ATP depletion, Kinase-Glo luminescence. methionyl-tRNA synthetase (Trypanosoma brucei brucei);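 active = inhibition above a per-plate cutoff of the control wells' mean inhibition plus 3 SD, cut at about 5.5% in these data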;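 note: 0% = DMSO wells median and 100% = median of wells with control inhibitor compound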
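technique = Kinase-Glo luminescence, ATP depletion format | system = purified MetRS (methionyl-tRNA synthetase) enzyme from Trypanosoma brucei | timing = 15 min preincubation, 2 h reaction, all 25 °C | evaluation = percent inhibition versus plate control medians | dosing = single dose, 11.9 µM final nominal, 0.9% final DMSO | also added = substrates ATP, L-methionine and bulk Escherichia coli tRNA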
LMPTP block – LMPTP phosphatase inhibitors, primary screen, biochemical, fluorescence intensity, uHTS | Low molecular weight phosphotyrosine protein phosphatase (Homo sapiens), P24666 | recombinant LMPTP-A, OMFP fluorogenic substrate | inhibition, % at 20 µM | hit rate 0.22% among 360,000 | AID 651560, 2012;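 active = compounds that cut the enzyme signal by at least half of the control window in the single-dose screen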;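 note: plate controls were DMSO wells with enzyme plus substrate for no effect and substrate without enzyme for full effect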
Target sequence (P24666 whole entry, looked up): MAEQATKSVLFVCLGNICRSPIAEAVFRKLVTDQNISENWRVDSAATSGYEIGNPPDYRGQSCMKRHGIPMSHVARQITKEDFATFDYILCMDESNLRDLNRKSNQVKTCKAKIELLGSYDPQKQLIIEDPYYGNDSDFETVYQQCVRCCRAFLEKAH
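test system = LMPTP-A | amount = 0.625 nM LMPTP-A final | reagent = fluorogenic phosphatase substrate OMFP at 400 µM final | incubation = 50 min at room temperature | benchmarks = no-enzyme low control, uninhibited high control | medium = Bis-Tris pH 6.0, DTT, detergent | signal = fluorescence intensity of OMFP turnover product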
Scp-1 inhibitor – Scp-1 phosphatase inhibitors, primary screen, biochemical, colorimetric, uHTS; Carboxy-terminal domain RNA polymerase II polypeptide A small phosphatase 1 (Homo …; Recombinant Scp1, phosphopeptide, malachite green phosphate absorbance; inhibition, % at 20 µM; hit rate 0.88% among 340,000; AID 493091, 2011;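 active = inhibition above about 50% at 20 µM, limit read from the data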;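 note: plate controls were DMSO wells with enzyme for no effect and wells lacking enzyme for full effect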
Target sequence (Q9GZU7 76-261 limits assumed): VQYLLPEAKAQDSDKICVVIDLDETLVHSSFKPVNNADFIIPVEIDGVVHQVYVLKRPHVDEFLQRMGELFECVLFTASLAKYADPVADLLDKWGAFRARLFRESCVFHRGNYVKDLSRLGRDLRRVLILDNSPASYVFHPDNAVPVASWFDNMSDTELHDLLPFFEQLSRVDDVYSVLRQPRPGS
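Material: truncated SCP-1 phosphatase (76-261aa) / Buffer or medium: 50 mM Tris acetate pH 5.5, 0.005% Tween-20, 10 mM MgCl2 / Compound dosing: one concentration, 20 µM, with 1.0% DMSO / Incubation: 45 min room-temperature reaction, 5 min colour, 30 min stabiliser / Detection: colorimetric free-phosphate detection, absorbance 630 nm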
An asterisk follows results filed as active. Rows are unselected. Share with any hit: about 3.6%.

Results for Cn1cccc1Cc1nnc(SCC(=O)Nc2ccc(F)cc2F)n1-c1ccc(F)cc1 ?
STEP block: -2; DNMT1 block: -1; Rpn11 block: inactive; NadD inh: 5; CSN deneddyl inh: -7; MLLE-PAM2 inh: -13; SUMO1-SIM PPI: -1; TbMetRS inhib: -0.6; LMPTP block: 0.8; Scp-1 inhibitor: -4

What do the screens show for `c1ccc(Nc2nc3ccccc3[nH]2)nc1`?
STEP block: 3; DNMT1 block: 5; Rpn11 block: inactive; NadD inh: 1; CSN deneddyl inh: -2; MLLE-PAM2 inh: 6; SUMO1-SIM PPI: 1; TbMetRS inhib: 3.5; LMPTP block: 0.3; Scp-1 inhibitor: 0

How did CCc1ccc(NC(=O)c2cnc3n(c2=O)CCS3)cc1 do in these assays?
STEP block: -1; DNMT1 block: 0; Rpn11 block: inactive; NadD inh: 6; CSN deneddyl inh: 3; MLLE-PAM2 inh: -3; SUMO1-SIM PPI: -2; TbMetRS inhib: 0.1; LMPTP block: -0.8; Scp-1 inhibitor: -6

How did C/C(Cn1nc([N+](=O)[O-])cc1C)=N\NC(=O)c1cccc(Br)c1 do in these assays?
STEP block: -2; DNMT1 block: -2; Rpn11 block: inactive; NadD inh: 5; CSN deneddyl inh: 0; MLLE-PAM2 inh: 3; SUMO1-SIM PPI: -3; TbMetRS inhib: -0.8; LMPTP block: -0.1; Scp-1 inhibitor: -6

Results for Cc1cccc(C(=O)N[C@H](C(=O)Nc2nc(C)cs2)C(C)C)c1 ?
STEP block: -1; DNMT1 block: -2; Rpn11 block: inactive; NadD inh: 1; CSN deneddyl inh: -2; MLLE-PAM2 inh: -13; SUMO1-SIM PPI: -2; TbMetRS inhib: 0.6; LMPTP block: -1.2; Scp-1 inhibitor: 0

What do the screens show for `CC1CCCCN1CC(=O)Nc1ccc2c(c1)OCO2` (stereo not drawn)?
STEP block: -5; DNMT1 block: -2; Rpn11 block: inactive; NadD inh: -5; CSN deneddyl inh: -2; MLLE-PAM2 inh: -13; SUMO1-SIM PPI: 5; TbMetRS inhib: -0.2; LMPTP block: -1.4; Scp-1 inhibitor: -1

Results for CCOc1ccccc1C(=O)N/N=C/c1coc2ccc(Cl)cc2c1=O ?
STEP block: 1; DNMT1 block: 6; Rpn11 block: inactive; NadD inh: -3; CSN deneddyl inh: 8; MLLE-PAM2 inh: 4; SUMO1-SIM PPI: -10; TbMetRS inhib: -0.5; LMPTP block: -1.4; Scp-1 inhibitor: -8

What do the screens show for `Cc1cc(=O)n2nc(N3CCCC(C(=O)Nc4ccc(C)c(C)c4)C3)sc2n1` (stereo not drawn)?
STEP block: -2; DNMT1 block: -3; Rpn11 block: inactive; NadD inh: 0; CSN deneddyl inh: -5; MLLE-PAM2 inh: -13; SUMO1-SIM PPI: 2; TbMetRS inhib: -0.7; LMPTP block: -0.8; Scp-1 inhibitor: -5

Results for CCCCNC(=O)c1ccc(/C=C2\Oc3ccccc3N(C)C2=O)cc1 ?
STEP block: 0; DNMT1 block: 2; Rpn11 block: inactive; NadD inh: -9; CSN deneddyl inh: 2; MLLE-PAM2 inh: 2; SUMO1-SIM PPI: -14; TbMetRS inhib: -0.3; LMPTP block: 0.7; Scp-1 inhibitor: -9

Results for CC1CCCCN1CCNC(=O)c1ccc2c(c1)N(Cc1cccc(Cl)c1)C(=O)c1ccccc1S2(=O)=O (stereo not drawn) ?
STEP block: 3; DNMT1 block: 86*; Rpn11 block: inactive; NadD inh: 2; CSN deneddyl inh: 3; MLLE-PAM2 inh: 9; SUMO1-SIM PPI: -5; TbMetRS inhib: -0.2; LMPTP block: 1.5

What do the screens show for `Cc1cc2c(cc1C)-n1nnnc1C(N1CCCNCC1)C(=O)N2` (stereo not drawn)?
CSN deneddyl inh: 2; SUMO1-SIM PPI: -7; TbMetRS inhib: -0.4; LMPTP block: -3.2

Results for CC(OC(=O)CCCN=C1NS(=O)(=O)c2ccccc21)C(=O)c1ccccc1 (stereo not drawn) ?
STEP block: 1; DNMT1 block: -2; Rpn11 block: inactive; NadD inh: -3; CSN deneddyl inh: 0; MLLE-PAM2 inh: 32; SUMO1-SIM PPI: 3; TbMetRS inhib: -0.2; LMPTP block: -1.1; Scp-1 inhibitor: -8

How did Cc1nn(S(=O)(=O)c2ccc(C(C)(C)C)cc2)c(C)c1S(=O)(=O)N1CCOCC1 do in these assays?
STEP block: 0; DNMT1 block: 0; Rpn11 block: inactive; NadD inh: 17; CSN deneddyl inh: 1; MLLE-PAM2 inh: 1; SUMO1-SIM PPI: 3; TbMetRS inhib: 0.4; LMPTP block: -3.4; Scp-1 inhibitor: -11

Results for CCc1ccc2nc(N(CCCN(C)C)C(=O)c3ccc4c(c3)OCCO4)sc2c1 ?
STEP block: -1; DNMT1 block: 0; Rpn11 block: inactive; NadD inh: -10; CSN deneddyl inh: -1; MLLE-PAM2 inh: 2; SUMO1-SIM PPI: -1; TbMetRS inhib: -0.3; LMPTP block: 0.5; Scp-1 inhibitor: 0

What do the screens show for `O=C(NNc1ccc(O)cc1)c1ccc(Br)cc1`?
STEP block: 1; DNMT1 block: 4; Rpn11 block: inactive; NadD inh: 9; CSN deneddyl inh: -3; MLLE-PAM2 inh: 33; SUMO1-SIM PPI: -2; TbMetRS inhib: -0.3; LMPTP block: 0.3; Scp-1 inhibitor: 11

What do the screens show for `Cn1c(=O)[nH]c(=O)c2c1nc(Br)n2Cc1cccc(Br)c1`?
STEP block: 1; DNMT1 block: 3; Rpn11 block: inactive; NadD inh: 0; CSN deneddyl inh: 1; MLLE-PAM2 inh: -12; SUMO1-SIM PPI: 10; TbMetRS inhib: -0.6; LMPTP block: -0.4; Scp-1 inhibitor: -2

Results for CCN1CCN(c2ccc(S(=O)(=O)N3CCCCC3)cc2NC(=O)c2cccc(OC(F)F)c2)CC1 ?
STEP block: 0; DNMT1 block: -2; Rpn11 block: inactive; NadD inh: -3; CSN deneddyl inh: 2; MLLE-PAM2 inh: -82; SUMO1-SIM PPI: 4; TbMetRS inhib: 0.6; LMPTP block: -0.8; Scp-1 inhibitor: 15

What do the screens show for `Cc1ccc(NC(=O)CN2C(=O)S/C(=C\c3ccc(OCC(=O)O)c(Br)c3)C2=O)cc1`?
STEP block: 71*; DNMT1 block: 33; Rpn11 block: inactive; NadD inh: 17; CSN deneddyl inh: 0; MLLE-PAM2 inh: 29; SUMO1-SIM PPI: 1; TbMetRS inhib: -0.5; LMPTP block: 2.9; Scp-1 inhibitor: 72*

What do the screens show for `N/C(CC(=O)NCCOc1ccccc1)=N\O`?
STEP block: 2; DNMT1 block: 0; Rpn11 block: inactive; NadD inh: 3; CSN deneddyl inh: 0; MLLE-PAM2 inh: -75; SUMO1-SIM PPI: 1; TbMetRS inhib: -0.7; LMPTP block: -2.2; Scp-1 inhibitor: 15

What do the screens show for `CC12CCC3C(CCC4CC(O)CCC43C)C1CC(=O)C2` (stereo not drawn)?
STEP block: 0; DNMT1 block: -4; Rpn11 block: inactive; NadD inh: -3; CSN deneddyl inh: -5; MLLE-PAM2 inh: 1; SUMO1-SIM PPI: 1; TbMetRS inhib: -1.0; LMPTP block: -1.2

How did COC(=O)C1C2CC(C(Br)C2Br)C1C(=O)O (stereo not drawn) do in these assays?
STEP block: -2; DNMT1 block: -9; Rpn11 block: inactive; NadD inh: -1; CSN deneddyl inh: -1; MLLE-PAM2 inh: -1; SUMO1-SIM PPI: 4; TbMetRS inhib: -0.2; LMPTP block: -3.1; Scp-1 inhibitor: -10

What do the screens show for `COc1ccc(-c2cc(CCC(=O)N3CCN(c4cc(C)ccc4C)CC3)on2)cc1`?
STEP block: 2; DNMT1 block: -8; Rpn11 block: inactive; NadD inh: -3; CSN deneddyl inh: 3; MLLE-PAM2 inh: -1; SUMO1-SIM PPI: 6; TbMetRS inhib: -0.8; LMPTP block: 6.5; Scp-1 inhibitor: 9

How did NC(=S)N/N=C/c1ccc(-c2cc(Cl)c(Cl)cc2Cl)o1 do in these assays?
STEP block: 3; DNMT1 block: -6; Rpn11 block: inactive; NadD inh: 23; CSN deneddyl inh: -4; MLLE-PAM2 inh: -31; SUMO1-SIM PPI: 5; TbMetRS inhib: 0.5; LMPTP block: 2.2; Scp-1 inhibitor: -7

Results for COc1cccc(-c2cc(C(=O)NCc3ccc(Cl)cc3)no2)c1 ?
STEP block: 1; DNMT1 block: 40; Rpn11 block: inactive; NadD inh: -4; CSN deneddyl inh: 2; MLLE-PAM2 inh: -4; SUMO1-SIM PPI: -3; TbMetRS inhib: -0.4; LMPTP block: 1.3; Scp-1 inhibitor: -4

Results for CCOc1cc(C(=O)Nc2ccc3c(c2)OCO3)ccc1OCCOc1ccccc1Cl ?
STEP block: 2; DNMT1 block: -5; Rpn11 block: inactive; NadD inh: 1; CSN deneddyl inh: 1; MLLE-PAM2 inh: -7; SUMO1-SIM PPI: -5; TbMetRS inhib: -0.1; LMPTP block: 2.2; Scp-1 inhibitor: 0
